Screens as filed in PubChem BioAssay.
Vif inh = HIV Vif self-association inhibitors, primary screen, imaging, HEK293T, single point. HEK293T cells, Vif self-association by quenched fluorescence, 24 h. inhibition, % at 7.49 µM. hit rate 0.35% among 340,000; in the data active = inhibition above about 50%, passing the limit was not always enough; note: some results filed as inactive read as strong as hits
PDI turbidity = inhibitors of human PDI, primary screen, biochemical, turbidity, single point, plate reader | Protein disulfide-isomerase (Homo sapiens), P07237 | hit rate 0.052% among 350,000 | PDI insulin aggregation turbidity, A650, 90 min | inhibition, % at 10 µM;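 active = mean inhibition across replicates of 30% or more, whatever share of single replicates reach that level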;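 note: absorbance from insulin aggregation driven by PDI reduction with DTT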
Target sequence (P07237 whole entry, looked up): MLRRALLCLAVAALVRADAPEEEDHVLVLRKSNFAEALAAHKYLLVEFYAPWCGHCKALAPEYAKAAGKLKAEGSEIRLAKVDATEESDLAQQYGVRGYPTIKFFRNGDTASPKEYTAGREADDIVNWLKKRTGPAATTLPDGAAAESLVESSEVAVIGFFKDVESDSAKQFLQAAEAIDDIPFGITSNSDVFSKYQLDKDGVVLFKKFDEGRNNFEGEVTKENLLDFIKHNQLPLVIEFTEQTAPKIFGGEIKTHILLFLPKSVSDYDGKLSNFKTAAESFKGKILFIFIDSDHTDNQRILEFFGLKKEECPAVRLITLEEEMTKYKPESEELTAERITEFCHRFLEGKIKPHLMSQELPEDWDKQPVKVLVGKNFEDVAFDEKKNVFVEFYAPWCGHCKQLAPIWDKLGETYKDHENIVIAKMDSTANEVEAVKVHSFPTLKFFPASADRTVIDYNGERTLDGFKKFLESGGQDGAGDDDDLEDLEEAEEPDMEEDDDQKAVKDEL
MITF TRPM1 inh = inhibitors of MITF-dependent TRPM1 promoter reporter, primary screen, cell-based, SK-MEL-5, single point, luciferase; SK-MEL-5 TRPM1 promoter luciferase, 24 h; inhibition, % at 12.5 µM; hit rate 0.83% among 330,000; AID 488899, 2010;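 active = mean inhibition across replicates of 60% or more, whatever share of single replicates reaches that level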; note: values of inactives mirror those of a sister screen read the other way
CaV13 FRET inh = Disruptors of the CACNA1D IQ motif to Ca2+-dependent inactivation inhibitor domain association, primary screening, Förster resonance energy transfer in intact living … | HEK cells, CFP/YFP FRET ICDI-IQ, plate reader, 10 min; percent FRET-ratio fall versus neutral wells | inhibition, % at 12.3 µM | hit rate 0.098% among 340,000 | AID 743397;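 active = mean replicate inhibition of at least 30% and at least 1% of replicates passing that level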;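 note: 0% = median of the neutral control wells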
Peg3 promoter = Peg3 promoter-driven luciferase inhibitors, primary screen, cell-based, HeLa, luciferase luminescence | HeLa PEG-Prom luciferase reporter, overnight | inhibition, % at 20 µM | hit rate 1.7% among 360,000;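 active = inhibition of at least 50% at 20 µM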
KKLEB cytotox = cytotoxicity in KKLEB CF airway cells, primary screen, cytotoxicity control for CF NF-kB inhibitor project, cell-based, uHTS, fluorescence assay plates | activity change (cytotoxicity), % at 5 µM | hit rate 0.36% among 360,000 | KKLEB CF airway cells viability, ATPlite luminescence, overnight; active compounds read low; cells stimulated with P. aeruginosa culture filtrate;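 active = corrected activity change at or below -50% at 5 µM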
HIF-2a inh = HIF-2a reporter inhibitors, primary screen, luminescence, 786-0 RCC cells | inhibition, % at 18.8 µM | hit rate 0.72% among 360,000 | 786-0 RCC cells HIF-2a reporter, luciferase luminescence, overnight;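 active = inhibition of the luminescence signal of 40% or more relative to plate controls, in a single-dose primary screen at 18.75 µM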
NR2E3 ag-1 = inhibitors of NR2E3-RetCOR corepressor binding, primary screen, NR2E3 agonist project, biochemical, TR-FRET, GST-NR2E3, biotin-RetCOR | hit rate 0.12% among 320,000 | inhibition of corepressor binding, % at 4.78 µM | Photoreceptor-specific nuclear receptor (Homo sapiens), Q9Y5X4 | 1536-well | AID 2300, 2010;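 active = percent inhibition above the cutoff of mean plus 3 SD of all tested compounds, set per screening campaign, cut at about 20% in these data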;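 note: 0% = DMSO wells and 100% = biotin wells as full block of FRET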
Target sequence (Q9Y5X4 whole entry, looked up): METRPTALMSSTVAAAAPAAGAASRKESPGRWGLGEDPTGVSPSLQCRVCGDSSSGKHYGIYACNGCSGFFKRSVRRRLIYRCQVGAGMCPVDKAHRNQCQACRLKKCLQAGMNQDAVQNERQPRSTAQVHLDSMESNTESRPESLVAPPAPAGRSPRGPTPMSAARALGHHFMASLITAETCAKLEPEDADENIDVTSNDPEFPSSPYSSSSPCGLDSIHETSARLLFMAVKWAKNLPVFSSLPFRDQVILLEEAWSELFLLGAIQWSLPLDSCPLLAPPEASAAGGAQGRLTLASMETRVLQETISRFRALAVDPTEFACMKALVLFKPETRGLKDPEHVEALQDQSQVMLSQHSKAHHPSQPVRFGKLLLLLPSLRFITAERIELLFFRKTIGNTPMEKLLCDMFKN
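System: GST-NR2E3 and biotin-RetCOR proteins; probe or stimulus: 7 nM biotin-RetCOR; doses: compound at 4.8 µM, single dose; schedule: Compound–protein incubation for 5 h at 4 °C; detection: time-resolved FRET; read-out: percent inhibition; controls: biotin wells as high control, 0.6% DMSO wells as low control; format: 1536-well plates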
NR2E3 ag-2 = NR2E3 agonists in two-hybrid cells, primary screen, cell-based, luminescence, CHO-S, Gal4-NCOR/VP16-NR2E3; AID 602229, 2012; Photoreceptor-specific nuclear receptor (Homo sapiens), Q9Y5X4; luciferase; hit rate 0.35% among 360,000; inhibition of corepressor binding, % at 3.98 µM;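 active = inhibition above the mean of all tested compounds plus 3 SD, cut at about 70% in these data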;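 note: 0% = DMSO with NR2E3 transfected cells and 100% = cells lacking NR2E3 construct; higher means lower luciferase signal from less NR2E3 corepressor binding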
CF NFkB inh = inhibitors of PAF-induced NF-kB signaling, primary screen, cell-based, GFP fluorescence, uHTS. inhibition, % at 5 µM. hit rate 0.86% among 360,000. KKLEB NF-kB-GFP reporter, GFP fluorescence overnight;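 active = at least 50% inhibition at 5 µM, scaled per plate between neutral and stimulator controls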;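 note: PAF is a Pseudomonas aeruginosa culture filtrate used as stimulus; plate controls were PAF-stimulated DMSO wells for no effect and unstimulated DMSO wells for full effect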
Shn3 inh set2 = reduction of Shn3 3'UTR firefly luciferase signal, primary screen, Schnurri-3 inhibitor project, cell-based, Clone20 osteoblasts, set 2 | inhibition, % at 12.5 µM | Clone20 osteoblast Shn3 3'UTR firefly luciferase, 24 h | hit rate 0.52% among 360,000 | AID 588674, 2011;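 active = mean inhibition of at least 75% with every replicate also reaching 75%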;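 note: 0% = median of neutral control wells and 100% = pilot-screen positive control compound; some compounds past the cut are filed as inactive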
* marks the source's active call; other numbers are inactive results; . = not tested or not shown.

Value order: Vif inh	PDI turbidity	MITF TRPM1 inh	CaV13 FRET inh	Peg3 promoter	KKLEB cytotox	HIF-2a inh	NR2E3 ag-1	NR2E3 ag-2	CF NFkB inh	Shn3 inh set2
> COc1ccccc1C1(O)CCN(C(=O)c2cccs2)CC1
  -6	0	-2	.	12	-7	20	4	-3	10	-2
> O=C(CCc1ccccc1)Nc1sc2c(c1C(=O)O)CCCC2
  -1	-7	.	-2	9	17	2	0	-30	-6	-1
> CC1CC(OCC(O)CN2CCOCC2)CC(C)(C)C1 (configuration not stated)
  -3	7	9	-16	8	5	18	18	-13	8	8
> CC(/C=N/NC(=O)CN1CCN(Cc2ccc(Cl)cc2)CC1)=C\c1ccco1
  -4	1	7	-2	-5	-12	-10	-2	-10	6	2
> C#CCNC(=O)C1=C[C@H](c2ccc(Br)cc2)C[C@H](OCc2ccc(CO)cc2)O1
  -1	-3	-8	-6	-16	12	-10	3	4	-15	2
> COCCn1nnnc1CN1CCC(C)CC1
  .	12	1	-5	1	9	7	-1	-14	-2	-15
> CC1CCCCN1S(=O)(=O)c1ccc([N+](=O)[O-])cc1 (configuration not stated)
  -4	5	7	-20	18	-9	13	3	-33	-17	6
> O=C(Nc1ccc2c(c1)OCO2)c1ccc(Cl)c(S(=O)(=O)N2CCOCC2)c1
  -21	3	-12	-2	-21	13	-72	2	-36	-18	-7
> O=C(CC1Sc2ccccc2NC1=O)NNc1ccc(Cl)c(Cl)c1 (configuration not stated)
  4	6	-1	-17	46	-17	-5	.	45	0	-4
> COCCn1c(SCc2ccc(C)cc2)nc2c1c(=O)[nH]c(=O)n2C
  49	0	.	-13	3	4	9	0	-18	6	-15
> CCOC(=O)N1CCC(N2C(=O)c3ccccc3C2Nc2c(C)cccc2C)CC1 (configuration not stated)
  .	.	6	5	-3	-10	-3	1	-11	4	18
> CC(C)C(NC(=O)c1ccco1)C(=O)NC1CCCCCC1 (configuration not stated)
  3	-33	-8	-5	7	7	13	2	8	-65	0
> COc1ccc(NC(=O)CN(Cc2ccccc2)S(C)(=O)=O)cc1OC
  1	19	-13	-17	-2	10	20	0	-11	-12	-6
> Nc1cccc(C(=O)c2ccccc2C(=O)O)c1
  -6	1	-2	-10	11	-2	4	.	-6	-23	18
> Cc1cc(C)cc(NC(=O)C(=O)NCCCN2CCOCC2)c1
  2	-2	-4	-4	-3	11	15	-1	-3	-6	2
> Cc1cccc(NC(=S)N(CCN(C)C)C(C)c2ccccn2)c1 (configuration not stated)
  9	2	5	-7	-8	14	4	7	19	-9	-1
> CCc1ccccc1NS(=O)(=O)c1ccc2c(c1)NC(=O)CC(=O)N2
  -5	-5	6	-6	20	8	18	-3	1	-2	-26
> COc1ccccc1N1CCN(C(=O)CSc2nc(C)cc(=O)[nH]2)CC1
  -2	-3	20	-7	9	-7	8	1	11	12	-12
> COc1ccc(CCNC(=O)CCC(=O)N2CC(C)Oc3ccccc32)cc1OC (configuration not stated)
  0	.	.	-6	6	-6	1	1	19	-13	7
> O=C(Nc1cc(Cl)cc(Cl)c1)N1CCN(C(=O)C2CCCO2)CC1 (configuration not stated)
  1	1	3	.	3	-25	-4	1	-6	-10	14
> Cc1ccc(S(=O)(=O)Nc2ccccc2N(C)S(=O)(=O)c2ccc(C)cc2)cc1
  2	17	4	-6	27	-12	12	0	26	11	73
> CSCCC(NS(=O)(=O)c1ccc2c(c1)c(=O)n(C)c(=O)n2C)C(=O)NC1CCN(Cc2ccccc2)CC1 (configuration not stated)
  -1	-7	9	-1	6	3	6	0	0	0	19
> CCCC12CN3CCN(CC(C3)/C1=N\NC(=O)c1ccccc1Cl)C2
  7	0	4	-7	15	1	9	4	-41	-4	0
> CC(N)c1csc(Nc2nncc3ccccc23)n1 (configuration not stated)
  -11	-4	.	-5	-75	1	-74	.	-21	-8	3
> CCn1cc(C(=O)NC2CCCCC2)c(=O)c2cc(S(=O)(=O)N(C)C)ccc21
  5	.	-2	-2	9	18	11	2	2	-48	-20
> Cc1cc(F)ccc1NC(=O)C1CCN(S(=O)(=O)c2ccc3c(c2)CCCC(=O)N3)CC1
  -9	4	-5	-2	13	-7	0	-2	1	12	8
> CCN(CC)c1ccc(/C=N/n2c(=S)[nH]nc(C)c2=O)cc1
  13	5	-8	.	-4	3	-1	-3	-21	-6	6
> Cc1ccc(S(=O)(=O)Nc2cc(S(=O)(=O)N3CCOCC3)ccc2NCC2CCCO2)cc1 (configuration not stated)
  16	1	-3	-2	-5	-8	15	1	-19	6	-6
> CC(=O)OCC1=C(C(=O)O)N2C(=O)C(NC(=O)COc3ccc(F)cc3)C2SC1 (configuration not stated)
  7	-2	7	-6	-6	3	4	.	-23	-8	0
> COc1ccc(NC(=O)c2c(C)noc2C)cc1S(=O)(=O)N1CCCCC1
  0	-2	.	-5	8	11	10	.	-4	-42	-3
> O=C1CCCc2c1nn(-c1ccccc1)[n+]2[O-]
  -4	15	6	-7	0	-6	3	2	-14	4	6
> CCCS(=O)(=O)c1c(S(=O)(=O)CCC)c2c(N)cccn2c1C(=O)c1ccccc1
  10	7	8	-7	14	3	19	3	19	-3	7
> CCOC(=O)c1c(S(=O)(=O)NCC(=O)Nc2cccc(C)c2)c(C)n(C)c1C
  1	2	-7	-15	12	11	9	2	-20	3	-26
> O=C(O)c1cccc(NC(=O)c2cn(-c3ccccc3)nc2-c2ccc([N+](=O)[O-])cc2)c1
  -10	7	5	-5	6	1	15	4	17	-2	2
> COc1ccc(OCCOC(=O)CNC(=O)c2ccc(C)cc2)cc1
  -14	9	3	-4	-12	-2	1	3	11	7	5
> CCOC(=O)c1sc(NC(=O)/C=C/c2cnn(C)c2C)c(C(=O)OC(C)C)c1C
  .	0	-6	-9	-6	-4	-8	-1	-12	16	39
> CC(=O)NC(C)C(=O)OCc1ccc(Cl)cc1Cl (configuration not stated)
  -3	-19	4	-4	7	4	7	0	5	-15	-8
> CN(Cc1ccccc1)C(=O)c1ccc(NC(=O)C2CCN(C(=O)OC(C)(C)C)CC2)cc1
  -4	-2	34	-9	49	8	-1	.	4	-18	56
> COc1ccc(N(CC(=O)Nc2ccccc2C(=O)N2CCOCC2)S(=O)(=O)c2ccc(F)cc2)cc1
  -9	0	9	-2	6	2	10	1	-9	16	-5
> COc1ccc(-c2csc(NC(=O)CCS(=O)(=O)c3ccccc3)n2)c(OC)c1
  9	5	25	-10	18	-4	-102	1	-6	14	34
> CCOC(=O)c1ccc[n+](C(C)C(=O)c2ccc(-c3ccccc3)cc2)c1 (configuration not stated)
  1	4	18	-5	0	-1	-5	2	12	-10	-6
> C[C@H](CO)N1C[C@H](C)[C@@H](CN(C)S(C)(=O)=O)Oc2c(NC(=O)C3CCCCC3)cccc2C1=O
  0	7	-1	-13	-4	-3	0	.	-14	-3	-1
> CN(C)/C=C/c1c(C#N)c(=O)ncn1Cc1ccccc1
  -2	-4	-1	-6	-16	14	11	2	-5	-10	-2
> COc1cc(OC)cc(-c2cc3nc(C4CCN(C(=O)OC(C)(C)C)CC4)cc(=O)n3[nH]2)c1
  6	-2	9	-8	19	-1	24	8	-14	-4	0
> O=C(CCS(=O)(=O)c1ccccc1)Nc1nnc(-c2ccco2)o1
  6	1	5	-6	-27	-7	14	2	-19	22	-4
> O=[N+]([O-])c1cc(C(F)(F)F)ccc1NCCc1ccncc1
  -15	3	1	-20	9	-1	-3	-1	-16	-10	18
> CC(CN1CCCCC1)NC(=O)c1cc(-c2ccccn2)nc2ccc(Cl)cc12 (configuration not stated)
  9	4	16	-6	14	-25	9	7	-11	-12	14
> CC(C)(C)NNC(=S)Nc1ccc(S(=O)(=O)N2CCOCC2)cc1
  0	-3	1	-4	1	11	9	5	-14	-9	-1
> CCCCN(C(=O)c1ccco1)c1nnc(-c2cc(OC)c(OC)c(OC)c2)s1
  7	1	6	-4	9	5	1	-3	-18	-2	4
> CC(C)(C)c1[nH]ncc1[N+](=O)[O-]
  -5	-2	-1	2	12	10	14	3	-19	-4	5
> O=C(N/N=C/c1ccco1)C1CC1(c1ccccc1)c1ccccc1 (configuration not stated)
  -2	11	15	-5	2	7	20	1	-1	2	-11
> O=C(O)C1Nc2c(O)cc(Cl)c([N+](=O)[O-])c2C2C=CCC12 (configuration not stated)
  .	20	1	-6	11	2	13	13	-44	-12	19
> Cc1ccc(CNC(=O)c2cc(S(=O)(=O)N3CCOCC3)cn2C)cc1
  .	.	-11	-9	4	-12	2	3	-11	-17	26
> CCOc1ccc(N2CC(NS(=O)(=O)c3cccnc3)CC2=O)cc1 (configuration not stated)
  -2	3	-2	-2	16	0	21	-1	-1	1	-6
> C=CCC[C@H](Cc1ccc(F)cc1)C(=O)OC[C@H](Cc1c[nH]c2ccccc12)NC(=O)[C@@H](CC=C)CC(=O)N[C@@H](CO)Cc1ccccc1
  1	1	75*	-4	35	-35	-2	.	0	40	72
> COc1cccc(-c2cnc(C(O)c3cccc(OC)c3)[nH]2)c1 (configuration not stated)
  -6	4	.	-4	-21	10	-74	.	-34	-2	-13
> CC(C)(C)c1ccc(C(=O)NC(=S)NCc2ccco2)cc1
  0	10	-26	-5	-64	0	-178	0	-20	25	3
> CCC1=C(OC(=O)N(CC)CC)N2C(=O)OC(=NCC3CC3)[C@]2(Cc2ccccc2)[C@H]2C1=CC[C@H]1C(=O)N(C)C(=O)[C@H]12
  -1	-3	0	-10	-73	-9	9	2	-12	-35	-14
> Brc1cc(/C=N/n2cnnc2)oc1Br
  5	-1	13	-23	-19	2	-2	-1	-25	8	-7

Single records (already shown). Screens in order: Vif inh, PDI turbidity, MITF TRPM1 inh, CaV13 FRET inh, Peg3 promoter, KKLEB cytotox, HIF-2a inh, NR2E3 ag-1, NR2E3 ag-2, CF NFkB inh, Shn3 inh set2
`CC(C)(C)NNC(=S)Nc1ccc(S(=O)(=O)N2CCOCC2)cc1` as listed: 0, -3, 1, -4, 1, 11, 9, 5, -14, -9, -1
`COc1ccc(-c2csc(NC(=O)CCS(=O)(=O)c3ccccc3)n2)c(OC)c1` as listed: 9, 5, 25, -10, 18, -4, -102, 1, -6, 14, 34

Rows were taken by chance; 3.3% or so of the library scored in one or more.
